RPL19A TOR yeast = RPL19A-GFP expression modulators in yeast, primary screen, cell-based, S. cerevisiae, multiplex flow cytometry, MLPCN; S. cerevisiae RPL19A-GFP strain, 3 h; stronger effect = lower value; percent response vs DMSO, % at 10 µM; hit rate 0.3% among 330,000;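 active = percent response vs DMSO below 50%; inconclusive = fewer than 70 events counted for the yeast strain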;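 also: median channel GFP fluorescence of the barcoded RPL19A-GFP strain; ratio of sample median GFP to plate DMSO average so 100% = DMSO; lower means less RPL19A-GFP as with rapamycin TOR inhibition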
GASC-1 inh = inhibitors of GASC-1 histone demethylase, primary screen, biochemical, fluorescence, DELFIA europium. Lysine-specific demethylase 4C (Homo sapiens), Q9H3R0. GST-JMJD2C(1-420) H3K9me3 demethylation. inhibition, % at 2.35 µM. hit rate 0.069% among 330,000. AID 2099, 2009;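 active = more than half of a compound's replicate wells show inhibition beyond 50%, single wells judged on their own value; inconclusive = some, but no more than half, of replicates pass 50% inhibition; inactive = no replicate passes 50% inhibition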;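 also: signal counts dimethyl H3K9 product captured on neutravidin plate; 0% = median of DMSO wells and 100% = 0.3 times that DMSO median; strong numbers were not always called active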
Target sequence (Q9H3R0 1-420 limits assumed): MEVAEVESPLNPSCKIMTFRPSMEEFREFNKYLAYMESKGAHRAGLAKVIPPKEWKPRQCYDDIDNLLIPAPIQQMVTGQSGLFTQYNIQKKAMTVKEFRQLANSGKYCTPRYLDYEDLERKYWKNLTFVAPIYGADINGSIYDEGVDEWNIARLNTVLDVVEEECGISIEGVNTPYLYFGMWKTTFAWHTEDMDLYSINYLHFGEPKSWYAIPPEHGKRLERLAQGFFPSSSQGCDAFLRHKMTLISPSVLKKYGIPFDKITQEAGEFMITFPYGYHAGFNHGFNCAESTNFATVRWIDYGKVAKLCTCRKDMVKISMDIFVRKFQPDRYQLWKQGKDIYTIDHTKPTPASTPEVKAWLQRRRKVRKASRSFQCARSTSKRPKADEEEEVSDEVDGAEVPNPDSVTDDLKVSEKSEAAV
MEP2 TOR yeast = modulators of MEP2-GFP levels in yeast, primary screen, S. cerevisiae, multiplex flow cytometry, MLPCN library; S. cerevisiae MEP2-GFP strain, 3 h; 100% = DMSO control level; AID 2016, 2009; hit rate 0.51% among 330,000; GFP response vs DMSO, % at 10 µM;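 active = GFP response versus DMSO above a set limit, roughly screen mean plus 3 SD, cut at about 180% in these data; inconclusive = fewer than 70 cells counted for a yeast strain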;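 also: median GFP fluorescence of the barcode-gated MEP2-GFP cells per well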
LAP4 TOR yeast = modulators of LAP4-GFP expression in yeast, primary screen, S. cerevisiae, multiplex flow cytometry, MLPCN library | hit rate 0.34% among 320,000 | GFP response vs DMSO, % at 10 µM | 3 h; median GFP as percent of DMSO wells;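 active = GFP response vs DMSO above a set limit, about the screen mean plus 3 SD, cut at about 150% in these data; inconclusive = under 70 cell events counted for the yeast strain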
AGP1 TOR yeast = modulators of AGP1-GFP expression in yeast TOR pathway, primary screen, cell-based, multiplex flow cytometry, S. cerevisiae, MLPCN library; 3 h; GFP as percent of DMSO wells; AID 2066, 2009; hit rate 0.02% among 320,000; GFP response vs DMSO, % at 10 µM;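 active = GFP response relative to DMSO above a set limit, near screen average plus 3 SD, cut at about 150% in these data; inconclusive = fewer than 70 cells counted for the yeast strain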;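 also: median GFP channel fluorescence of the gated AGP1 strain per well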
CIT2-GFP yeast = modulators of CIT2-GFP expression in yeast, primary screen, S. cerevisiae, GFP fusion, multiplex flow cytometry, MLPCN library; hit rate 0.065% among 320,000; S. cerevisiae CIT2-GFP strain, 3 h; 100 means same as DMSO wells; GFP response vs DMSO, % at 10 µM; AID 2029, 2009;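 active = GFP response relative to DMSO above a set limit, near the screen mean plus 3 SD, cut at about 150% in these data; inconclusive = Fewer than 70 cells measured for a yeast strain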;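 also: ratio of well median GFP fluorescence to mean of DMSO wells on the plate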
GRK2 inh = compounds blocking aptamer binding on GRK2 – biochemical, human GRK2, bead flow cytometry, HTS, primary screen; inhibition of aptamer binding, % at 10 µM; hit rate 0.59% among 330,000; FAM-aptamer displacement from GRK2; AID 488847, 2010;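 active = inhibition of aptamer binding above 40%, roughly 3 SD of noise, on plates passing a quality check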;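 also: median bead fluorescence of bound FAM aptamer so fluorescent compounds give negative values; no value below 0 was filed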
Target sequence (P25098 whole entry, looked up): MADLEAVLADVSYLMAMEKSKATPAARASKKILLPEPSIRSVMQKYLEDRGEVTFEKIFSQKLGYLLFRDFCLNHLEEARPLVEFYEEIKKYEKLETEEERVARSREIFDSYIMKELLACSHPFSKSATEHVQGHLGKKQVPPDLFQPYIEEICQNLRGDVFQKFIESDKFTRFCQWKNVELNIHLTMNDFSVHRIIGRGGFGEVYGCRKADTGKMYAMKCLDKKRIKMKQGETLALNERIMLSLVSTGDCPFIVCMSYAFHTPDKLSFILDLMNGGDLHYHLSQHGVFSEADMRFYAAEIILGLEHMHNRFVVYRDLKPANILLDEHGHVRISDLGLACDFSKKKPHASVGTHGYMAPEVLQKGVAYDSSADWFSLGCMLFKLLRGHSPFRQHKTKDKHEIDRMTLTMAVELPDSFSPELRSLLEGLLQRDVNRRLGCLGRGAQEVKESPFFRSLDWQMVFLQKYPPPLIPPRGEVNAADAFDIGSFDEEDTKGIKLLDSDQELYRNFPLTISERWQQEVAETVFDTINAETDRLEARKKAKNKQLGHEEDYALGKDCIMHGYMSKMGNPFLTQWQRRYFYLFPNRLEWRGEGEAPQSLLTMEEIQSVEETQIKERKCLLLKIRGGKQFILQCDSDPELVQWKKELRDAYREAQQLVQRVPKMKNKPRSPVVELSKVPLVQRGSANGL
VLA-4 inh = inhibition in human VLA-4 binding assay, primary screen, VLA-4 allosteric modulator project, MLPCN library, flow cytometry, VLA-4 expressing cells | Integrin alpha-4 (Homo sapiens), P13612 | ligand binding flow cytometry | inhibition, % (about 7 µM as worked out from the volumes in the protocol) | hit rate 0.2% among 330,000; in the data active = inhibition above about 50%
Active calls of the source: *; ? = inconclusive; · = no result given.

compound | RPL19A TOR yeast | GASC-1 inh | MEP2 TOR yeast | LAP4 TOR yeast | AGP1 TOR yeast | CIT2-GFP yeast | GRK2 inh | VLA-4 inh
O=C(COc1ccccc1)NNC(=O)c1ccc(Cl)cc1 | 101.8 | -5.1 | 104.5 | 100.8 | 105.2 | 93.8 | 0.0 | 9.1
Cc1cc(C(=O)Nc2c(C)nn(Cc3ccccc3Cl)c2C)no1 | 94.1 | -35.0 | 98.9 | 97.4 | 98.3 | 87.3 | 1.0 | 7.4
O=C(CCCn1cncn1)N1CCCC(Nc2ccc(F)cc2)C1 (centres undefined) | 107.2 | -1.6 | 93.8 | 66.2 | 90.4 | 109.2 | 0.0 | -98.6
CC(=O)N=C1SC2CS(=O)(=O)CC2N1c1c(Cl)cccc1Cl (centres undefined) | 90.9 | · | 90.3 | 88.9 | 92.5 | 104.0 | 2.0 | 3.1
CN(C(=O)Cc1c(C(=O)O)n(C)c2ccccc12)c1cccc(C(F)(F)F)c1 | 108.1 | 0.4 | 107.2 | 112.0 | 95.2 | 98.4 | 0.0 | -1.7
O=C(CSc1n[nH]c(-c2ccncc2)n1)Nc1ccccc1 | 107.6 | -4.6 | 113.7 | 101.2 | 100.5 | 102.6 | 0.0 | 4.0
CSc1ccc(NC(=O)Nc2cccn(Cc3ccccc3)c2=O)cc1 | 108.8 | -3.1 | 107.1 | 106.1 | 128.9 | 107.5 | 1.0 | -2.4
Cc1c(C(=O)NNC(=S)Nc2cccc(Cl)c2)nnn1-c1ccccc1 | 101.3 | 2.3 | 102.8 | 103.0 | 101.0 | 96.8 | 0.0 | -5.1
Cc1ccc(C2N(c3ccc(F)cc3)C(=O)C3CCCN32)cc1 (centres undefined) | 96.6 | 13.3 | 100.4 | 99.4 | 104.2 | 98.8 | 0.0 | -10.3
Cc1ccc(NC(=O)CSCC(=O)Nc2cc(C(F)(F)F)ccc2N2CCOCC2)cc1 | 95.9 | -0.5 | 97.6 | 102.6 | 104.6 | 111.0 | 3.0 | -5.2
COC(=O)C/C=C/[C@@H](C)[C@@H](/C=N/OC[C@@H](C)[C@H](OCc1ccccc1)C(C)C)NS(=O)(=O)c1ccc(C)cc1 | 103.1 | -2.3 | 97.3 | 112.2 | 94.8 | 97.5 | 0.0 | 11.0
Cc1ccc(C)c(C(=O)NC2CC(C)(C)NC(C)(C)C2)c1 | 100.8 | 5.0 | 109.1 | 97.2 | 110.5 | 103.1 | 0.0 | -5.4

Some of the entries above in another layout.
Fields – RPL19A TOR yeast	GASC-1 inh	MEP2 TOR yeast	LAP4 TOR yeast	AGP1 TOR yeast	CIT2-GFP yeast	GRK2 inh	VLA-4 inh
- Cc1ccc(C)c(C(=O)NC2CC(C)(C)NC(C)(C)C2)c1
→ 100.8	5.0	109.1	97.2	110.5	103.1	0.0	-5.4
- O=C(CSc1n[nH]c(-c2ccncc2)n1)Nc1ccccc1
→ 107.6	-4.6	113.7	101.2	100.5	102.6	0.0	4.0
- Cc1cc(C(=O)Nc2c(C)nn(Cc3ccccc3Cl)c2C)no1
→ 94.1	-35.0	98.9	97.4	98.3	87.3	1.0	7.4

Later entries
compound | RPL19A TOR yeast | GASC-1 inh | MEP2 TOR yeast | LAP4 TOR yeast | AGP1 TOR yeast | CIT2-GFP yeast | GRK2 inh | VLA-4 inh
C=CC[C@@H](CC(=O)N[C@@H](CO)Cc1ccccc1)C(=O)N[C@H](COC(=O)[C@@H](CC=C)Cc1ccc(F)cc1)Cc1c[nH]c2ccccc12 | 98.3 | -7.7 | 91.6 | 102.9 | 98.9 | 96.6 | 5.0 | 0.5
Cc1cccc(C)c1NC(=O)c1cc(S(=O)(=O)N2CCOCC2)ccc1F | 102.7 | -10.3 | 124.5 | 107.4 | 107.2 | 107.6 | 3.0 | 1.4
CC(C)CNC(=S)Nc1ccccc1F | 95.8 | 1.2 | 108.6 | 91.7 | 95.0 | 97.2 | 26.0 | -3.8
COc1ccc(CC(=O)NC2CC2)cc1OC | 103.2 | 3.6 | 102.2 | 92.8 | 97.8 | 101.4 | 3.0 | -1.9
O=C(Oc1ccc([N+](=O)[O-])cc1)C1CC(=O)N(c2ccc3c(c2)OCCO3)C1 (centres undefined) | 104.5 | 8.5 | 93.9 | 103.8 | 95.0 | 95.8 | 11.0 | 1.0
NC(=O)N/N=C\c1cc(Br)ccc1O | 106.0 | 3.6 | 94.2 | 96.1 | 99.6 | 115.3 | 6.0 | 13.3
O=C(Nc1ccc(N2CCOCC2)cc1)c1cccc(S(=O)(=O)N2CCC(Cc3ccccc3)CC2)c1 | 100.9 | -5.7 | 104.1 | 107.5 | 101.3 | 99.3 | 0.0 | 3.1
CCOC(=O)c1c(C)nn(-c2ccc(NC(=O)CSCC(=O)O)cc2)c1C | 100.4 | -12.2 | 92.2 | · | · | · | 0.0 | 3.8
C/C(N)=C(/C#N)C(=O)COc1ncnc2ccccc12 | 95.1 | -24.7 | 94.2 | 95.6 | 99.5 | 95.4 | 0.0 | 0.0
CC12CCC(C(=O)N(CSC(=S)N/N=C\c3ccccc3Cl)C1=O)C2(C)C (centres undefined) | 93.8 | 0.3 | 102.2 | 96.3 | 95.9 | 80.2 | 2.0 | 5.2
Cc1nn(-c2ccccc2)c(C)c1C(=O)OCC(=O)NCc1ccco1 | 96.5 | 1.1 | 106.3 | 95.1 | 101.6 | 107.7 | 1.0 | -2.6
COc1ccc(CCNC(=O)C(=O)NCC2OCCN2S(=O)(=O)c2ccc(Br)cc2)cc1OC (centres undefined) | 95.4 | -4.4 | 100.4 | 81.7 | 88.5 | 91.9 | 2.0 | -1.9
O=S(=O)(Nc1cccc(-c2cn3cccnc3n2)c1)c1ccc(F)cc1 | 105.5 | 30.0 | 98.4 | 93.6 | 105.8 | 103.4 | 0.0 | 21.3
COc1cc2c(cc1OC)CN(C(=O)/C=C/c1cccs1)CC2 | 98.9 | 9.1 | 93.3 | 108.2 | 97.9 | 83.2 | 2.0 | 13.7
CCNC(=S)NN(c1ccccc1)c1ccccc1 | 100.6 | 26.6 | 107.9 | 103.7 | 103.7 | 104.2 | 0.0 | -6.6
CN(CCOC(=O)c1ccc2c(c1)OCCO2)C(C)(C)C | 96.5 | 6.0 | 87.1 | 91.6 | 104.3 | 99.2 | 0.0 | 20.3
COc1ccc(/C(C)=N/NC(=O)c2ccccc2OCc2ccccc2)c(OC)c1 | 93.4 | 0.0 | 86.8 | 94.6 | 95.8 | 91.4 | 3.0 | 11.4
CCOC(=O)C(=O)Nc1cc([N+](=O)[O-])ccc1C | 104.3 | 2.5 | 102.4 | 99.5 | 105.8 | 102.2 | 0.0 | -7.2
Cc1ccc2cc(CN(C(=O)c3ccco3)c3ccccc3C)c(=O)[nH]c2c1 | 91.6 | 11.5 | 90.9 | 87.9 | 86.3 | 84.8 | 76.0* | -0.8
CC(=O)Nc1ccc(NC(=O)COC(=O)c2ccccn2)cc1 | 96.4 | 17.5 | 100.1 | 95.0 | 98.3 | 98.3 | 2.0 | -7.9
COc1ccc(NC(=O)C2=CC=CN3CCS(=O)(=O)N=C23)c(OC)c1 | 96.8 | 1.6 | 100.3 | 87.5 | 98.8 | 104.1 | 2.0 | 7.6
Nc1nnnn1CC(=O)N/N=C/C=C/c1ccccc1 | 94.0 | 3.7 | 91.3 | 94.9 | 100.8 | 94.9 | 0.0 | 25.0
O=C(c1ccc(F)cc1)N1CCN(c2cnn(-c3ccccc3)c(=O)c2Cl)CC1 | 98.4 | -7.4 | 100.5 | 101.3 | 102.1 | 100.1 | 0.0 | 8.6
COc1cc(C(=O)NCC2(N(C)C)CCCCC2)ccc1OCc1ccccc1 | 100.7 | 49.4 | 102.9 | 86.2 | 95.6 | 92.5 | 0.0 | 9.2
COc1ccc(NC(=O)Nc2nc(C)cc(C)n2)c(OC)c1 | ? | -12.4 | ? | ? | ? | ? | 1.0 | 1.1
CC(=O)c1ccc(NC(=O)Nc2ccc([N+](=O)[O-])cc2)cc1 | 101.1 | 3.3 | 93.7 | 94.9 | 96.8 | 94.4 | 6.0 | -8.7
CC[C@@]1(C(=O)OC)N[C@H](CN(C)C(=O)NC(C)C)[C@@H]2C(=O)N(Cc3ccccc3)C(=O)[C@@H]21 | 92.5 | 22.4 | 87.2 | 89.3 | 89.7 | 95.3 | 0.0 | 6.5
CCCOc1ccc(CNC(=S)Nc2ccccc2)cc1Cl | 99.1 | -1.9 | 97.4 | 93.7 | 92.3 | 94.1 | 1.0 | 8.6
O=c1ccn(-c2cccc(C(F)(F)F)c2)nc1-c1ccn(-c2cccc(Cl)c2)n1 | 91.0 | 0.0 | 90.5 | 89.0 | 88.7 | 84.8 | 3.0 | 3.9
COc1ccccc1N1CCN(S(=O)(=O)c2ccc(Cl)s2)CC1 | 96.7 | -8.0 | 101.9 | 109.5 | 107.1 | 88.0 | 1.0 | 4.0
O=C(CCC1CCCN(C(=O)c2ccoc2)C1)NCc1ccc(F)c(F)c1 (centres undefined) | 99.7 | -4.4 | 103.5 | 97.4 | 100.6 | 94.0 | 4.0 | -1.9
CN(Cc1c(F)cccc1Cl)C(=O)CNC(=O)c1ccc2c(c1)OCO2 | 100.8 | 31.5 | 102.7 | 112.8 | 115.0 | 102.9 | 0.0 | 5.0
CCC(C)(C)NC(=O)/C=C/c1ccccc1[N+](=O)[O-] | 100.5 | -3.0 | 103.0 | 105.5 | 106.0 | 100.9 | 0.0 | 1.4
CN(C)CCNc1ncnc2oc(-c3ccccc3)c(-c3ccccc3)c12 | 96.5 | -4.8 | 99.3 | 88.4 | 94.9 | 96.4 | 0.0 | 18.3
Cc1cc(=O)n2[nH]c(C)c(-c3ccccc3)c2n1 | 99.5 | -4.1 | 100.0 | 95.1 | 100.7 | 100.6 | 0.0 | -0.9
CN(c1ccccc1)c1nc(N2CCCC2)nc(-n2ccnc2)n1 | 98.6 | 19.3 | 100.0 | 125.5 | 86.7 | 96.8 | 3.0 | -0.6
COc1cc(=O)[nH]c(SCC(=O)Nc2nc3c(s2)CCCC3)n1 | 100.2 | 13.7 | 104.8 | 91.0 | 94.4 | 101.7 | 0.0 | 1.9
Nc1ccccc1C(=O)NC12CC3CC(CC(C3)C1)C2 | 102.1 | -9.0 | 108.0 | 92.5 | 95.0 | 100.7 | 2.0 | -2.4
CCOc1oc(-c2ccc(OC)cc2)nc1C(F)(F)F | 97.6 | 6.0 | 99.3 | 91.5 | 89.4 | · | 0.0 | 3.4
N/C(=N/O)C(c1ccccc1)c1ccccc1 | 101.7 | -6.9 | 102.1 | 80.2 | 94.1 | 101.3 | 2.0 | -13.6
COc1ccc(C(=O)Oc2ccc(/C=N/O)cc2)cc1 | 97.4 | 10.3 | 99.5 | 111.5 | 93.5 | 92.4 | 0.0 | 6.2
O=C(COC(=O)c1cccc(S(=O)(=O)NCc2ccccc2)c1)c1ccc2c(c1)OCCO2 | 101.9 | 2.7 | 104.4 | 94.5 | 98.9 | 104.7 | 6.0 | 10.3
C=CCNc1ncnc2sc(SC)nc12 | 101.1 | 2.4 | 102.1 | 92.4 | 91.1 | 100.2 | 0.0 | 11.4

Screening results from PubChem BioAssay.
